# Compound activity as filed in PubChem.
# TrxR1 substrate: qHTS Assay for Substrates of Mammalian Selenoprotein Thioredoxin Reductase 1 (TrxR1): qHTS. purified TrxR1 substrate turnover, NADPH consumption readout. AID 588456, 2011. hit rate 0.01% among 390,000. Potency, µM (highest dose often 114 µM), without a hit: top-dose activity change, negative = substrate turnover. Thioredoxin reductase 1, cytoplasmic (Rattus norvegicus), O89049; further: on the % scale 0 is the no-effect control and ±100 the full control effect; nearly all actives have a fitted effect of over 50% in size
#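 Rat TrxR1, dispensed at 90 nM, was prereduced with 400 uM NADPH (final) for 5 min at ~22 deg C, then incubated with compound 15 min before 400 uM selenite. A first-read NADPH fluorescence drop versus no-compound background flagged substrates.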
# 12-LOX inh: Primary qHTS assay for inhibitors of human arachidonate 12S-lipoxygenase (ALOX12): Round 2; Polyunsaturated fatty acid lipoxygenase ALOX12 (Homo sapiens), P18054; purified 12hLO, xylenol orange hydroperoxide absorbance; Potency, µM (top dose mostly 108 µM), without a hit: at the top dose activity change, negative = inhibition, hits mostly inhibitors; hit rate 1.1% among 580,000; AID 1671190, 2021; further: on the % scale 0 is the no-effect control and ±100 the full control effect
# Target sequence (P18054 whole entry, looked up): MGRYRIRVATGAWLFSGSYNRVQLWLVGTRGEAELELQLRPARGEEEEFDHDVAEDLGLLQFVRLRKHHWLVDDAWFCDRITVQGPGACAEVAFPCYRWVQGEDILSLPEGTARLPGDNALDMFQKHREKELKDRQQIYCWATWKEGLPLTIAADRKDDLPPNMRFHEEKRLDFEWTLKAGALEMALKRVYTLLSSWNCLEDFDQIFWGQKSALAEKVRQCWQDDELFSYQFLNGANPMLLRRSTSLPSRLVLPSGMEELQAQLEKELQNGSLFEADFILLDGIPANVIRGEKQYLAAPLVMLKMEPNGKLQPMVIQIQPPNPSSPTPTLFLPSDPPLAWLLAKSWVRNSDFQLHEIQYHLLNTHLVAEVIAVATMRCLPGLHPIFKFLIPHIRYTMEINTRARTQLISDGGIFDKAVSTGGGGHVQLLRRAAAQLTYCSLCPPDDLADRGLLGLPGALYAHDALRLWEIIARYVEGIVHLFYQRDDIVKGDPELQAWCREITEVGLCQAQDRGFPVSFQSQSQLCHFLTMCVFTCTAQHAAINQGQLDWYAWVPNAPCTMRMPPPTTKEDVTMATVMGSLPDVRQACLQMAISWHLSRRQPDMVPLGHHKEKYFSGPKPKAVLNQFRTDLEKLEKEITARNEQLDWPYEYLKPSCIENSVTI
#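 Purified human 12hLO at 150 nM in 25 mM Hepes, 0.01% Triton X-100, pH 7.0, preincubated 15 min at room temperature with compound. Reaction started with 40 uM arachidonic acid, 30 min at room temperature. Hydroperoxide measured by Fe-xylenol orange, 573/405 nm absorbance ratio.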
# Vif-A3G inh: qHTS for Inhibitors of Vif-A3G Interactions: qHTS; AID 602310, 2012; DNA dC->dU-editing enzyme APOBEC-3G (Homo sapiens), Q9HC16; hit rate 0.076% among 410,000; HeLa A3G-eYFP + Vif (tagged APOBEC3G with the HIV-1 protein that degrades it), YFP fluorescence, overnight; Potency, µM (series often up to 46.1 µM), for the others: at the top dose activity, negative = active, hits mostly inhibitors;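 further: on the % scale 0 is the no-effect control and ±100 the full control effect; nearly all actives have a fitted effect of over 60% in size; hits raise eYFP signal because A3G escapes Vif-driven loss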
# Target sequence (Q9HC16 whole entry, looked up): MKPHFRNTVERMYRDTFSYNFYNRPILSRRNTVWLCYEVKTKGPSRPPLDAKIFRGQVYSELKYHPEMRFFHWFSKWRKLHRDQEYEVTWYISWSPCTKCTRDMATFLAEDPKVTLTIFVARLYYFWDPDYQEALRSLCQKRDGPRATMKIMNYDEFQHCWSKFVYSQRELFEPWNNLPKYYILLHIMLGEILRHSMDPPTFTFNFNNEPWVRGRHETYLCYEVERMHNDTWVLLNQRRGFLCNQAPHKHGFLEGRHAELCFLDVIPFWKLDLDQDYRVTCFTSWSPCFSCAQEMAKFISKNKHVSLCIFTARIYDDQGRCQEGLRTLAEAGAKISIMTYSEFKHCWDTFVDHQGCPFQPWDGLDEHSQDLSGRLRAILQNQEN
#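 HeLa cells stably expressing Vif and C-terminally eYFP-tagged A3G, seeded overnight at 37 deg C, then exposed to compound by pintool overnight at 37 deg C. Rise in yellow fluorescence (Ex 488/Em 500-530, Acumen) marks blocked Vif-driven A3G degradation.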
# RGS4 inh: Inhibitors of Regulator of G Protein Signaling (RGS) 4: qHTS; Transcreener GDP fluorescence polarization, RGS4-accelerated GTP hydrolysis; hit rate 0.039% among 390,000; Regulator of G-protein signaling 4 (Homo sapiens), P49798; AID 504845, 2011; Potency, µM (series often up to 114 µM), for the others: top-dose activity change, negative = inhibition, actives largely listed as inhibitors; further: on the % scale 0 is the no-effect control and ±100 the full control effect; nearly all actives have a fitted effect of over 75% in size; some results filed as inactive show a strong effect at the top dose
#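 MLSMR compounds (23 nl, pin-transferred) preincubated 10 min at room temperature with a 500nM (2x) first reagent, then RGS4 at 900nM (2x) plus Transcreener GDP mix added; fluorescence polarization (620/688 nm) read before and after 90 min at 30 °C.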
# TrxR1 inh: qHTS Assay for Inhibitors of Mammalian Selenoprotein Thioredoxin Reductase 1 (TrxR1): qHTS; hit rate 1% among 390,000; Thioredoxin reductase 1, cytoplasmic (Rattus norvegicus), O89049; Potency, µM (series often up to 114 µM), for inactives: at the highest dose activity change, negative = inhibition, hits mostly inhibitors; recombinant rTrxR1, NADPH fluorescence consumption, selenite substrate; AID 588453, 2011; further: on the % scale 0 is the no-effect control and ±100 the full control effect; nearly all actives have a fitted effect of over 65% in size
#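 Rat TrxR1 (90 nM in the dispensed reagent) was pre-reduced with 400 uM NADPH for 5 min at room temperature, then incubated with compound for 15 min. After 400 uM selenite was added, NADPH fluorescence (Ex 340/Em 450 nm) was followed for 8 min.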
# Vif-APOBEC3F blk: qHTS for Inhibitors of Vif-A3F Interactions: qHTS. HeLa A3F-eYFP + Vif (tagged APOBEC3F with the HIV-1 protein that degrades it), YFP fluorescence increase. Potency, µM (titrated, usually from 46.1 µM), for inactives: at the highest dose activity, negative = active. hit rate 0.2% among 390,000. AID 602313, 2012; further: % of control where 0% means no effect; nearly all actives have a fitted effect of over 65% in size
#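 Fluorescence increase (Ex 488/Em 500-530) after overnight compound treatment at 37 deg C flags inhibition of Vif-driven A3F-eYFP loss in stable HeLa A3F-eYFP/Vif cells seeded overnight beforehand.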
# IDH1 R132H inh: qHTS for Inhibitors of mutant isocitrate dehydrogenase 1 (IDH1): qHTS; Isocitrate dehydrogenase [NADP] cytoplasmic (Homo sapiens), O75874; IDH1-R132H enzyme, NADPH consumption, diaphorase/resazurin fluorescence; Potency, µM (titrated, usually from 76.6 µM), for the others: at the top dose activity change, negative = inhibition, hits mostly inhibitors; hit rate 0.093% among 390,000; AID 602179, 2012; further: on the % scale 0 is the no-effect control and ±100 the full control effect; nearly all actives have a fitted effect of over 65% in size
#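 IDH1-R132H (0.5 ug/mL) preincubated 30 min with compound, then NADPH (0.016 mM) and alpha-KG (2 mM) added; 80 min at RT, pH 7.5. Remaining NADPH coupled via diaphorase/resazurin to fluorescence (540/590 nm); concentration-response curves normalized to no-enzyme control.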
# USP1-UAF1 inh: Inhibitors of USP1/UAF1: Primary Screen | Ubiquitin carboxyl-terminal hydrolase 1 (Homo sapiens), O94782 | recombinant USP1/UAF1, Ub-Rhodamine cleavage fluorescence | Potency, µM (series often up to 57.1 µM), for the others: top-dose activity change, negative = inhibition, hits mostly inhibitors | hit rate 0.23% among 390,000; further: on the % scale 0 is the no-effect control and ±100 the full control effect; nearly all actives have a fitted effect of over 60% in size; inactives centre near -12
#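 Step one: compound is pinned into 1nM USP1/UAF1 in HEPES pH 7.8 buffer with TCEP. Step two: 15 min room-temperature incubation. Step three: Ub-Rho (150nM final) starts cleavage, tracked by fluorescence over six one-minute reads.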
# RXFP1 agonist: qHTS Assay for Agonists of the Relaxin Receptor RXFP1. Relaxin receptor 1 (Homo sapiens), Q9HBX9. HEK293T-RXFP1 cAMP TR-FRET, 30 min; response scale: percent of porcine relaxin response, buffer zero. Potency, µM (series often up to 57.5 µM), for inactives: at the highest dose activation, actives largely listed as activators. hit rate 0.3% among 370,000. AID 2676, 2010; further: on the % scale 0 is the no-effect control and ±100 the full control effect; nearly all actives have a fitted effect of over 60% in size; many of its hits are not listed in these tables
#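 HEK293T cells stably expressing RXFP1 were pretreated with the PDE4 inhibitor Ro 20174, exposed to compounds for 30 min at 37C, lysed, and cAMP was read by TR-FRET. Data normalized to buffer (basal) and 29 nM porcine relaxin (100%).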
# An asterisk follows results filed as active; ? = inconclusive; / = no result given; & = joins results of further samples; [ ] = another dose, or the depositor's remark. The call rests on the fitted dose curve; in most records, active means well fitted curve in the direction sought with a large enough effect; inconclusive means small, poorly fitted or top-dose-only effect, or another doubt; inactive means no such curve, though single readings can be large; an effect the other way counts as inactive or inconclusive. Potency means the concentration at half of the fitted maximal effect.
SMILES,TrxR1 substrate,12-LOX inh,Vif-A3G inh,RGS4 inh,TrxR1 inh,Vif-APOBEC3F blk,IDH1 R132H inh,USP1-UAF1 inh,RXFP1 agonist
COc1cc(C(O)P(=O)(OCC(C)C)c2ccc(N(C)C)cc2)cc(OC)c1OC (stereo not drawn),9%[57.1 µM],?,0%,-14%,1%[57.1 µM],-11%,4%,-6%,7.0%
COc1ccc(-c2ccc(CN3C(C)C(=O)N(Cc4cn(Cc5ccco5)nn4)CCS3(=O)=O)cc2)cc1 (stereo not drawn),/,?,2%,/,/,2%,10%,-24%,/
CCOC(=O)C1CCN(C(=O)c2ccc3c(Cl)c4c(nc3c2)CCCC4)CC1,11%,-14%,-5%,15%,42%[activator],6%,7%,-2%,-3.3%
CC(=O)Nc1ccc(S(=O)(=O)NCc2ccc(C(=O)NCc3ccc(Cl)cc3)cc2)cc1,0%&2%,?,3%&-1%,-16%&-29%,25%&17%,-2%&-3%,0%&0%,-18%&-21%,3.8%&-0.6%
COc1ccc(CC(=O)N/N=C(\C)CC(=O)Nc2ccc(N(C)C)cc2)cc1OC,3%,1%,-4%,-12%,0%,-25%,2%,-2%,0.1%
CN(C)S(=O)(=O)c1ccc2c(c1)nc(CCC(=O)O)n2C,-12%,-4%,0%,-9%,-7%,1%,-4%,-19%,3.9%
CC(=O)c1cccc(CN2CCN(CCC(C)C)C(CCO)C2)c1 (stereo not drawn),7%,0%,5%,-33%,13%,3%,-9%,-8%,0.2%
CC(=O)Nc1ccc(S(=O)(=O)NCC(=O)NNC(=O)c2csc(N3CCOCC3)n2)cc1,5%[57.1 µM],5%,0%,-19%,38%[activator],9%,-8%,-20%,2.1%
N#CC(=C1CCCC1)c1nc(-c2ccc(Cl)cc2)cs1,-2%,?,-2%,7%,-20%,-9%,5%,-23%,1.9%
CCCCN1C(=N)N([C@@H](CCC)CN2CCC[C@H]2CN2C(N)=NC[C@H]2C(C)C)C[C@H]1[C@H](C)CC,-2%,7%,0%,6%,-2%,-3%,0%,?,/
COC(=O)c1cn(NC(=O)c2ccc(F)cc2)c(=O)c2ccccc12,10%[57.1 µM],0%,1%,33%,13%[57.1 µM],-2%,2%,-5%,-1.5%
NC(=O)C12C(=O)NC(=O)C1(C(=O)O)C21CCCC1 (stereo not drawn),4%[11.4 µM],?,-1%,11%,4%[11.4 µM],3%,0%,-10%,/
Cc1cc(Br)cc(Cl)c1OC(=O)c1cnccn1,11%,-20%,-2%,-18%,-33%,-5%,7%,-9%,-0.3%
COc1ccc(/C=N/n2c(SC)nnc2-c2ccccc2)c(OC)c1OC,-5%,1%,-25%,-9%,-2%,4%,1%,-17%,-1.5%
Cc1ccsc1CN(C(=O)c1oc2cc(Br)ccc2c1C)C1CCS(=O)(=O)C1 (stereo not drawn),-16%,-17%,/,13%,-3%,/,/,-27%,-0.6%
Cc1ccc(S(=O)(=O)N2C[C@]3(O)C[C@@H]4C(=O)N(c5ccccc5)C(=O)[C@@H]4C[C@]3(OC(=O)NC3CC3)C2)cc1,/,?,1%,/,/,0%,-3%,-6%,/
CCN(CC)CCNC(=O)c1ccc(NC(=O)/C=C/c2cc(OC)c(OC)c(OC)c2)cc1,-6%,-20%,0%,-28%,-5%,7%,7%,-20%,-1.8%
COc1ccc2c(c1)NC(c1ccc(Cl)cc1)=NC(c1cccs1)=N2,-9%,?,/,-9%,-9%,/,/,-9%,-4.0%
C=CCN1C(=O)C(CC(=O)NCC)SC1=Nc1ccccc1CC (stereo not drawn),6%[57.1 µM],16%,0%,12%,16%,-8%,7%,0%,-3.1%
O=C(COC(=O)c1ncc(Cl)c(Cl)c1Cl)NNC(=O)c1ccccc1,-7%,0%,0%,-4%,?,-2%,-3%,-14%,-0.9%
COc1cccc(-c2cc(C(F)(F)F)nc(N3CCN(c4ccccc4)CC3)n2)c1,-7%,11%,4%,-4%,-12%,-6%,1%,-22%,1.0%
O=C(NCCc1c[nH]c2ccccc12)/C(=C\c1cccnc1)NC(=O)c1cccs1,-9%,5%,-1%,5%,14%[57.1 µM],1%,9%,-10%,1.7%
Cc1cc(C)cc(-n2c(C)cc(C(=S)N3CCOCC3)c2C)c1,-3%[57.1 µM],-29%,0%,-32%,-7%[57.1 µM],-4%,-4%,-3%,0.8%
CC(Oc1cc2oc(=O)cc(-c3ccccc3)c2cc1Cl)C(=O)NCC1CCC(C(=O)O)CC1 (stereo not drawn),3%,110%[activator],-8%,-27%,-4%,-1%,10%,-16%,3.1%

# Results in RGS4 inh, TrxR1 inh and Vif-APOBEC3F blk (3 entries from above):
SMILES	RGS4 inh	TrxR1 inh	Vif-APOBEC3F blk
COC(=O)c1cn(NC(=O)c2ccc(F)cc2)c(=O)c2ccccc12	33%	13%[57.1 µM]	-2%
CCCCN1C(=N)N([C@@H](CCC)CN2CCC[C@H]2CN2C(N)=NC[C@H]2C(C)C)C[C@H]1[C@H](C)CC	6%	-2%	-3%
COc1cc(C(O)P(=O)(OCC(C)C)c2ccc(N(C)C)cc2)cc(OC)c1OC (stereo not drawn)	-14%	1%[57.1 µM]	-11%

# Additional structures follow:
SMILES,TrxR1 substrate,12-LOX inh,Vif-A3G inh,RGS4 inh,TrxR1 inh,Vif-APOBEC3F blk,IDH1 R132H inh,USP1-UAF1 inh,RXFP1 agonist
COc1cc(=O)n(C)c2c(OCC3OC(C)(C)OC3(C)C)cccc12 (stereo not drawn),-5%,5%&8%,0%,22%,4%,-3%,-1%,17%,0.3%
Cc1cccc(NC(=O)C(=O)c2cc(C)n(-c3ccccc3)c2C)c1C,-5%,-17%,-3%,28%,3%,3%,15%,-8%,4.5%
O=C(CSc1nnc(-c2ccc(Cl)cc2)n1-c1ccc(Cl)cc1)N/N=C/c1ccco1,-7%,-24%,6%,-12%,-12%,-1%,0%,-19%,7.4%
Cc1ccc(Sc2cc(C(=O)c3ccccc3C(=O)O)ccc2[N+](=O)[O-])cc1,-1%,0%,-3%,-26%,8%,-4%,-1%,-15%,0.4%
COc1ccc(-c2nc(NC(=O)c3ccc(OCC(=O)Nc4ccc(F)cc4)c(OC)c3)sc2C)cc1,35%[activator],-20%,-15%,-11%,-9%,-15%,5%,-13%,28µM*
CCCCCCOC(=O)/C=C/c1c(C)[nH]c(=O)[nH]c1=O,-7%,468%[activator],0%,-26%,?,-2%,7%,-5%,2.6%
C[C@H](NC(=O)[C@H](Cc1ccccc1)n1c(=O)[nH]c2ccccc2c1=O)C(=O)N1CCC[C@H]1C(=O)O,1%[57.1 µM],-6%,0%,-5%,-4%[57.1 µM],-18%,15%,-9%,-0.9%
O=C(CC1S/C(=N/N=C/c2ccco2)NC1=O)Nc1ccccc1 (stereo not drawn),-4%,3%,-3%,-30%,14%[57.1 µM],-5%,0%,3%,2.7%
Cc1c(Cl)cccc1NC(=S)N(CCCN1CCOCC1)Cc1ccco1,-7%,0%,3%,-29%,?,-1%,-13%,-8%,1.2%
Cc1ccc(C(=O)NCC(=O)OCCOc2ccccc2Cl)cc1,-6%[57.1 µM],6%,0%,3%,-8%[57.1 µM],-2%,-7%,-3%,0.4%
CC(OC(=O)c1ccc2c(c1)OCCO2)C(=O)c1ccccc1 (stereo not drawn),-8%,18%,1%,-5%,-6%,5%,4%,-1%,-0.7%
CCN(CC(=O)Nc1cc(Cl)ccc1C)C(=O)COc1cccc2c1OC(C)(C)C2,-4%,33%[activator],0%,-18%,3%,0%,4%,-5%,-0.4%
Cc1cc(NC(=O)CCC(=O)N(Cc2ccco2)C(C(=O)NCC2CCCO2)c2ccncc2)no1 (stereo not drawn),11%[57.1 µM],3%,-6%,-24%,1%[57.1 µM],0%,4%,-10%,-2.4%
Cc1cc(C(C)(C)C)oc1C(=O)N(CC(=O)NC1CCCC1)Cc1ccc(F)cc1,4%,14%,0%,7%,18%,0%,24%,-4%,-0.3%

# Not all compounds are listed. The share of hits here may be higher or lower than overall.
